Bioassay records as filed in PubChem BioAssay.
FLuc counter: qHTS profiling assay for firefly luciferase inhibitor/activator using purifed enzyme and Km concentrations of substrates (counterscreen for miR-21 project); Luciferin 4-monooxygenase (Photinus pyralis), P08659; purified FLuc, Km substrates, luminescence inhibition; Potency, µM (doses to about 57.5 µM), without a hit: at the top dose activity change, negative = inhibition, actives largely listed as inhibitors; hit rate 6.9% among 360,000;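 also: plate controls were vehicle for no effect and reference inhibitor for full effect; nearly all actives have a fitted effect of over 55% in size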
Target sequence (P08659 whole entry, looked up): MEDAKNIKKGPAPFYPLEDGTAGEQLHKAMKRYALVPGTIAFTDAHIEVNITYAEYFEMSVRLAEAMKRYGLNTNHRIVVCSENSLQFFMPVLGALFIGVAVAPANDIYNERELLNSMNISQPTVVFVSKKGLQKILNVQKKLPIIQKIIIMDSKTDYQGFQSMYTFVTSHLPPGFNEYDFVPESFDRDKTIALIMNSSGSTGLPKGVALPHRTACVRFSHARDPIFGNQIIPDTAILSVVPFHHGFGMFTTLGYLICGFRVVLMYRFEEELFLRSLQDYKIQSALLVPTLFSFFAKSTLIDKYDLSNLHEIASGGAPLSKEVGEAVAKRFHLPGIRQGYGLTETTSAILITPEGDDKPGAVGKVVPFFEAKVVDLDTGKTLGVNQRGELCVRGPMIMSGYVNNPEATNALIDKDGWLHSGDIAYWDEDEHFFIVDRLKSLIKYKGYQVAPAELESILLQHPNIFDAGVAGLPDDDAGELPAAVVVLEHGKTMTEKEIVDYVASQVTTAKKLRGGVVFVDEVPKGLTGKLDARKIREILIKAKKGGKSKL
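Purified P. pyralis luciferase, 10 nM final, with Km-level 10 uM D-luciferin and 10 uM ATP in 50 mM Tris acetate pH 7.5, 10 mM Mg acetate, 0.01% Tween-20, 0.05% BSA; 6-point qHTS titration about 60 µM downward; luminescence read.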
BRCA1 expr up: qHTS Assay to Identify Small Molecule Activators of BRCA1 Expression | hit rate 1.1% among 380,000 | Potency, µM (titrated, usually from 46.1 µM), without a hit: at the top dose activation, hits mostly activators | MCF7-BRCA1-FFLuc reporter, luminescence, 48 h; response scale: scaled: vehicle 0%, 10 µM genistein 100% | AID 624202, 2012; also: nearly all actives have a fitted effect of over 80% in size; some results filed as inactive show a strong effect at the top dose
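MCF7 cells carrying a BRCA1-firefly luciferase reporter (2000 cells/well, phenol-red free MEM) were attached for 2 h at 37 °C, then given compounds for 48 h. Luminescence was read 15 min after luciferase reagent; activity normalized to genistein (10 microM) and DMSO.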
An asterisk follows results filed as active; ? = inconclusive. Calls follow the shape of the dose curve; as a rule, active = well fitted curve in the direction sought with a large enough effect; inconclusive = small, poorly fitted or top-dose-only effect, or another doubt; inactive = no such curve, though single readings can be large; an effect the other way counts as inactive or inconclusive. Potency is read from the fitted curve at half-maximal effect.

A first look:
The line under a structure holds: FLuc counter, BRCA1 expr up
COc1ccc(N(C)C(=O)Cn2cnc3sc(C)c(S(=O)(=O)N4CCN(c5ncccn5)CC4)c3c2=O)cc1
 : -1%, 23%
O=C(CCNS(=O)(=O)c1ccc2c(c1)CCN2C(=O)C1CC1)N1CCN(c2ccccc2F)CC1
 : 3%, -25%
CCOC(=O)c1c(Nc2ccc(OC)cc2)nnc(-c2ccccc2)c1-c1ccccc1
 : -5%, 19%
Cc1cccc(NC(=O)Cn2c(=O)n(CCC(=O)N3CCc4ccccc4C3)c(=O)c3ccccc32)c1
 : -4%, 7%
Cn1c(=O)cc(SCC(=O)NCCc2ccc(Cl)cc2)c2cc(Cl)ccc21
 : -9%, 7%
CCOC(=O)Cn1c(=O)n(C2CCCCC2)c2nc(-c3ccc(C(C)C)cc3)nc(C(N)=O)c21
 : 0%, -13%
Cc1ccc(CN(C(=O)COc2ccc([N+](=O)[O-])cc2)c2ccccn2)cc1
 : -10%, 0%
CCN(CC)c1ccc(NC(=O)C(Cc2ccccc2)NS(=O)(=O)c2ccc(Br)s2)c(C)c1 (stereo unspecified)
 : ?, -6%
CCOc1ccc(S(=O)(=O)Nc2cccc(OC)c2)c2cccnc12
 : -9%, -32%
COc1cccc(N2CCN(C(=O)CN3C(=O)COc4ccc(S(=O)(=O)N5CCC(C)CC5)cc43)CC2)c1
 : 4%, -4%
CCOC(=O)c1cccc(NC(=O)[C@@H](c2ccccc2)N2Cc3ccccc3C2=O)c1
 : -6%, -16%
COc1cc(NC(=O)c2ccc(-n3cnc4cccnc43)cc2)cc(OC)c1
 : -1%, 16%
CC(=O)N1CCc2c(sc3c2c(=O)n(Cc2ccccc2)c(=O)n3Cc2ccccc2F)C1
 : -7%, 2%
COc1ccc(CNc2nc3ccccc3c3nc(-c4ccccc4)nn23)cc1
 : -8%, 0%
CCOC(=O)Cn1c(=O)n(-c2ccccc2OC)c2nc(-c3ccccc3C)nc(C(N)=O)c21
 : 4%, -5%
CC(Sc1cn(CCNC(=O)c2ccccc2F)c2ccccc12)c1ccccc1 (stereo unspecified)
 : -13%, -30%

This part in full (from the top)
The line under a structure holds: FLuc counter, BRCA1 expr up
COc1ccc(N(C)C(=O)Cn2cnc3sc(C)c(S(=O)(=O)N4CCN(c5ncccn5)CC4)c3c2=O)cc1
 : -1%, 23%
O=C(CCNS(=O)(=O)c1ccc2c(c1)CCN2C(=O)C1CC1)N1CCN(c2ccccc2F)CC1
 : 3%, -25%
CCOC(=O)c1c(Nc2ccc(OC)cc2)nnc(-c2ccccc2)c1-c1ccccc1
 : -5%, 19%
Cc1cccc(NC(=O)Cn2c(=O)n(CCC(=O)N3CCc4ccccc4C3)c(=O)c3ccccc32)c1
 : -4%, 7%
Cn1c(=O)cc(SCC(=O)NCCc2ccc(Cl)cc2)c2cc(Cl)ccc21
 : -9%, 7%
CCOC(=O)Cn1c(=O)n(C2CCCCC2)c2nc(-c3ccc(C(C)C)cc3)nc(C(N)=O)c21
 : 0%, -13%
Cc1ccc(CN(C(=O)COc2ccc([N+](=O)[O-])cc2)c2ccccn2)cc1
 : -10%, 0%
CCN(CC)c1ccc(NC(=O)C(Cc2ccccc2)NS(=O)(=O)c2ccc(Br)s2)c(C)c1 (stereo unspecified)
 : ?, -6%
CCOc1ccc(S(=O)(=O)Nc2cccc(OC)c2)c2cccnc12
 : -9%, -32%
COc1cccc(N2CCN(C(=O)CN3C(=O)COc4ccc(S(=O)(=O)N5CCC(C)CC5)cc43)CC2)c1
 : 4%, -4%
CCOC(=O)c1cccc(NC(=O)[C@@H](c2ccccc2)N2Cc3ccccc3C2=O)c1
 : -6%, -16%
COc1cc(NC(=O)c2ccc(-n3cnc4cccnc43)cc2)cc(OC)c1
 : -1%, 16%
CC(=O)N1CCc2c(sc3c2c(=O)n(Cc2ccccc2)c(=O)n3Cc2ccccc2F)C1
 : -7%, 2%
COc1ccc(CNc2nc3ccccc3c3nc(-c4ccccc4)nn23)cc1
 : -8%, 0%
CCOC(=O)Cn1c(=O)n(-c2ccccc2OC)c2nc(-c3ccccc3C)nc(C(N)=O)c21
 : 4%, -5%
CC(Sc1cn(CCNC(=O)c2ccccc2F)c2ccccc12)c1ccccc1 (stereo unspecified)
 : -13%, -30%
COc1cc(CNCCSc2nnnn2C)ccc1OCc1ccc(Cl)cc1Cl
 : ?, -1%
COC(=O)CC1Oc2ccc(C)cc2-n2cc(-c3ccc(F)cc3)nc21 (stereo unspecified)
 : 3%, -30%
O=C(CSC1=Nc2ccccc2N=C(c2ccc(F)cc2)C1)NCc1ccccc1
 : -9%, 0%
Cc1ccc2c(c1)c1c(c(=O)n(Cc3ccccc3)c(=O)n1Cc1cccc(C(F)(F)F)c1)n2C
 : 1%, -1%
Cc1ccc(NC(=O)Cn2c(=O)n(CCCC(=O)NCc3ccc4c(c3)OCO4)c(=O)c3ccccc32)cc1
 : 5%, 11%
CCC(C)n1c(=N)c(C(=O)NC2CCCC2)cc2c(=O)n3ccccc3nc21 (stereo unspecified)
 : -5%, 28%
COc1cc(NC(=O)CSc2nccn2C)cc(OC)c1OC
 : -1%, 4%
O=C(NCc1ccccc1Cl)C1CCCN(C(=O)c2cnn(-c3ccc(F)cc3)c2-n2cccc2)C1 (stereo unspecified)
 : -4%, -20%
CCOc1ccc(CCNC(=O)CCc2c(C)nc3c(c(C)nn3-c3ccc(C)c(C)c3)c2C)cc1
 : 3%, 0%
COc1ccc2cc3cc(C(=O)Nc4cc(C)c(Cl)cc4OC)oc3nc2c1
 : 2%, -6%
CCCCCn1c(=O)[nH]c2cc(C(=O)N3CCN(c4cccc(OC)c4)CC3)ccc2c1=O
 : -1%, -2%
CCOc1ccc(-c2cc(OC(=O)c3ccc(OC)cc3)c3c(C)oc(C)c3c(=O)c2)cc1
 : -18%, -10%
COc1ccc(N2CCN(c3cc(C)nc4nc(-c5ccc(C)cc5)nn34)CC2)cc1
 : ?, 3%
CCCCCn1c(=O)[nH]c2cc(C(=O)N3CCN(c4cccc(Cl)c4)CC3)ccc2c1=O
 : 4%, 0%
CC(=O)c1ccc(N2CCN(C(=O)CCCCn3c(=O)[nH]c4ccsc4c3=O)CC2)cc1
 : 4%, 4%
COc1ccc(C(=O)NCc2nnc(SCC(=O)Nc3ccc(F)cc3)n2-c2ccccc2)cc1
 : -9%, -33%
O=c1ccc(-c2ccccc2)nn1Cc1c(F)cccc1Cl
 : -15%, 8%
O=c1cc2nc(-c3ccccc3)nc(SCCOc3ccc(Cl)cc3)n2[nH]1
 : -13%, 11%
CCn1ccc2cc(S(=O)(=O)N3CCCN(C(=O)NCC(C)C)CC3)ccc21
 : 2%, -10%
CCc1ccc(NC(=O)CSc2ncc(S(=O)(=O)c3cc(C)ccc3C)c(=O)[nH]2)cc1
 : 9.5µM*, 5%
Cc1oc2ncn(C)c(=O)c2c1C(=O)N1CCN(c2ccccc2)CC1
 : 3%, -2%
COc1cc(NC(=O)C2CCCN(S(=O)(=O)c3ccc4c(c3)oc(=O)n4C)C2)c(C(=O)O)cc1OC (stereo unspecified)
 : ?, 9%
CC(C)CN(CCCNC(=O)c1cc(-c2cccs2)nc2ccccc12)CC(C)C
 : -6%, 7%
COc1ccc(CNC(=O)C2CCCN(C(=O)c3cnn(-c4ccc(F)cc4)c3-n3cccc3)C2)cc1 (stereo unspecified)
 : 3%, -18%
CCOc1ccccc1CNC(=O)C1CCN(S(=O)(=O)c2ccc3[nH]c(=O)ccc3c2)CC1
 : 1%, -8%
COc1ccc(-n2nc3ccc(NC(=O)c4ccc(C#N)cc4F)cc3n2)cc1Cl
 : -2%, 11%
CCOC(=O)c1sc2ncn(CC(=O)Nc3cc(Cl)ccc3C)c(=O)c2c1C
 : 3%, 2%
CCN(CC)c1ccc(C2C(C(=O)Nc3ccccc3C)=C(C)Nc3ncnn32)cc1 (stereo unspecified)
 : 6%, -8%
Nc1c(C(=O)Nc2ccc(OC(F)(F)F)cc2)nnn1Cc1ccccc1
 : -1%, 17%
CC(=O)NCCNc1nc2c(-c3ccc(C)cc3)nnn2c2ccccc12
 : 7%, 2%
COc1ccc(-c2noc(CNS(=O)(=O)c3ccc(Br)cc3)n2)cc1OC
 : -1%, -20%
Cc1ccc(NC(=O)C2CCC(CNS(=O)(=O)c3csc(C(N)=O)c3)CC2)cc1Cl (stereo unspecified)
 : -1%, 14%
CCc1ccccc1NC(=O)CSc1ncc(S(=O)(=O)c2ccccc2)c(=O)[nH]1
 : ?, 4%
COc1cc(/C=C(\C#N)c2nc3ccccc3[nH]2)ccc1OCc1ccc(F)cc1
 : 5%, -1%
CCNC(=O)c1ccc(NC(=O)N2CCCCc3ccccc32)cc1
 : 3%, 0%
Cc1cccc(N2CCN(S(=O)(=O)c3cn(C)c(C)n3)CC2)c1C
 : -7%, 7%
Cc1ccc(C)c(Cn2c(=O)n(-c3ccc(Cl)cc3)c(=O)c3c4c(sc32)CCC4)c1
 : -5%, 8%
Cc1nn(-c2ccccc2)c2c1cc1c(=O)n(C)c(=O)nc-1n2-c1cccc(Cl)c1
 : 1%, -12%
CCOC(=O)c1cccc(NC(=O)C2CCCN(S(=O)(=O)c3cc(Br)cc4c3N(C(=O)CC)CC4)C2)c1 (stereo unspecified)
 : -6%, 6%
COc1ccc2c(c1)c1c(c(=O)n(-c3ccc(C)cc3)c(=O)n1CC(=O)c1ccc(Cl)cc1)n2C
 : 1%, -13%
CC1Cc2ccccc2N1C(=O)CSc1nc2ccc(NC(=O)COc3ccccc3)cc2s1 (stereo unspecified)
 : 0%, 0%
COc1ccc(OC)c(NC(=O)CCc2c(C)nc3c(-c4ccccc4)c(C)nn3c2C)c1
 : -2%, -29%
Cc1ccc(NC(=O)Cn2c(=O)n(Cc3ccc(C(=O)NCc4ccc5c(c4)OCO5)cc3)c(=O)c3ccccc32)cc1
 : -1%, -3%
CCC(Oc1ccccc1)C(=O)Nc1cc(-c2ccccc2OC)nn1-c1ccccc1 (stereo unspecified)
 : 1%, 0%

The listing continues:
The line under a structure holds: FLuc counter, BRCA1 expr up
Cc1cc2ccccc2n1CCNC(=O)c1cc(C(F)(F)F)cc(C(F)(F)F)c1
 : -6%, 0%
CC1CCN(C(=O)CSc2c3c(nc4cc(Cl)ccc24)CCCC3)CC1
 : -6%, -20%
COc1ccccc1CCNC(=O)C(C)Sc1nc(-c2ccccc2)cc(C(F)(F)F)n1 (stereo unspecified)
 : 0%, -17%
CCOc1ccc(C(=O)Nc2c(C(=O)c3ccc(OC)cc3)oc3ccccc23)cc1
 : 2%, 6%
CC(C)(C)C1CCc2nc(NC(=O)COc3ccc(F)cc3)sc2C1 (stereo unspecified)
 : -12%, 0%
Cc1ccc(S(=O)Cc2ccc(C(=O)NC3CCCCCC3)o2)cc1 (stereo unspecified)
 : 6%, 0%

Not all compounds are listed; the hit share may differ from the screen's.
